Source: PubChem
TDP1 cell CPT: qHTS for Inhibitors of human tyrosyl-DNA phosphodiesterase 1 (TDP1): qHTS in cells in presence of CPT; chicken DT40 Tdp1-/-;hTDP1 cells + 20 nM CPT, ATP luminescence, 48 h; Potency, µM (doses to about 46.2 µM), for inactives: at the highest dose activity change, negative = growth inhibition, most hits filed as inhibitors; actives 12% (n = 420,000); AID 686979, 2013; also: nearly all actives have a fitted effect of over 55% in size
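Cell growth measured by CellTiter-Glo luminescence after a minimum 48 h, 37 C compound exposure with 20 nM CPT in Tdp1-knockout DT40 cells stably expressing hTDP1, seeded 400/well; qHTS titration format.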
TDP1 cell noCPT: qHTS for Inhibitors of human tyrosyl-DNA phosphodiesterase 1 (TDP1): qHTS in cells in absence of CPT; actives 15% (n = 420,000); DT40 Tdp1-/- hTDP1 cells, no CPT, ATP luminescence, 48 h; Potency, µM (titrated, usually from 46.2 µM), for the others: top-dose activity change, negative = growth inhibition, most hits filed as inhibitors; also: nearly all actives have a fitted effect of over 55% in size
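Stably hTDP1-transfected Tdp1-null chicken DT40 cells were treated with library compounds minus camptothecin and grown for at least 48 hr at 37 °C, after which cellular ATP was quantified by luminescence.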
GCN5L2 inh: qHTS Assay for Inhibitors of GCN5L2; Potency, µM (titrated, usually from 58.9 µM), without a hit: top-dose activity change, negative = inhibition, hits mostly inhibitors; GCN5L2 HAT assay, ThioGlo1 CoA-SH fluorescence; actives 0.21% (n = 390,000); Histone acetyltransferase KAT2A (Homo sapiens), Q92830
Target sequence (Q92830 whole entry, looked up): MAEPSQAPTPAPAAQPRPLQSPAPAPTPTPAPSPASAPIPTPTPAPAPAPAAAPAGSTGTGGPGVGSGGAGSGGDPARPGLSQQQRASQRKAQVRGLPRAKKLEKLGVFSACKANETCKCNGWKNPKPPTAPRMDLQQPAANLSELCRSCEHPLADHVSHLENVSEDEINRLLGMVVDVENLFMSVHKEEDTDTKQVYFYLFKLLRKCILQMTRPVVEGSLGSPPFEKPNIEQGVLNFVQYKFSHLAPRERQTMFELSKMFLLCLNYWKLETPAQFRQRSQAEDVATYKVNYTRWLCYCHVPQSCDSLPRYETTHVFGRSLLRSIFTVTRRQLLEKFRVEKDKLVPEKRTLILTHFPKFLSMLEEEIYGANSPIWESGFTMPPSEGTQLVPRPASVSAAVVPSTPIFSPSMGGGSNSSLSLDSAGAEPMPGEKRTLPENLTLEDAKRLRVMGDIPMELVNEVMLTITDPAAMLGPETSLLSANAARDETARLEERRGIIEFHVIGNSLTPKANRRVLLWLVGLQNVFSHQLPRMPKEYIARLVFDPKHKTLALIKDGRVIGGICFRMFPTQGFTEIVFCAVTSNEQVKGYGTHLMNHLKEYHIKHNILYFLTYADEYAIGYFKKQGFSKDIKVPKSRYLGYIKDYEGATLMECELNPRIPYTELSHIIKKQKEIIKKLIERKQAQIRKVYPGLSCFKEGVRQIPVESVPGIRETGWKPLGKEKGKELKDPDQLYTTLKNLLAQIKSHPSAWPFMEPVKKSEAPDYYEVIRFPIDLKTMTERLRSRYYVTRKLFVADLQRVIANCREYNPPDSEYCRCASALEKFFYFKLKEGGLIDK
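Titration-based screen in which CoA formation is detected via maleimide probe ThioGlo1 (50uM) turning fluorescent on thiol reaction; substrates H3(1-25) 75uM and acetyl-CoA 70uM, GCN5L2 20nM, 20 min incubation at room temperature.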
* = called active by the depositor; ? = inconclusive; nt = no result given. Calls follow the shape of the dose curve; as a rule, active = well fitted curve in the direction sought with a large enough effect; inconclusive = small, poorly fitted or top-dose-only effect, or another doubt; inactive = no such curve, though single readings can be large; an effect the other way counts as inactive or inconclusive. % is scaled to controls: 0 for no effect and ±100 for the full control effect; potency is read from the fitted curve at half-maximal effect.

SMILES	TDP1 cell CPT	TDP1 cell noCPT	GCN5L2 inh
CCOc1ccc(NC(=O)CSc2nc(=O)n(CCN3CCOCC3)c3c2CCCC3)cc1	-3%	7%	-11%
Cc1cc(-c2ccccc2)nc2[n+]1CCN2C	-27%	?	-3%
O=C(CCn1c(=O)c2sccc2n(Cc2ccc(F)cc2)c1=O)NCc1ccc2c(c1)OCO2	?	-25%	-2%
Cc1ccc(S(=O)(=O)CCC(=O)OCn2nnc3ccccc3c2=O)cc1	?	?	-2%
CCN(CC)C(=O)CSc1nc2ccccc2c(=O)n1OC	-2%	-10%	-7%
COCCn1c(SCC(=O)Nc2ccc(F)cc2)nc2c(oc3ccccc32)c1=O	25%	-13%	1%
COc1ccc(-c2nnc(NC(=O)CS(=O)(=O)c3ccc(Cl)cc3)o2)c(OC)c1	-28%	-1%	-7%
CN1CCN(C(=S)SCc2nc(N)nc(Nc3ccc(F)cc3)n2)CC1	-6%	-8%	-6%
O=C1NC(=O)/C(=C/c2ccccn2)S1	2%	-19%	-5%
O=C(CSc1nc2ccccc2o1)Nc1ccc(N2CCOCC2)cc1	-27%	-7%	-9%
CCOC(=O)[C@]12CCC=C1N(Cc1ccco1)C(=O)[C@H](CC(=O)NCCCN1CCCC1=O)C2	-1%	0%	nt
O=[N+]([O-])c1ccc(COc2cccc(CN3CCOCC3)c2)cc1	18µM*	23µM*	nt
COc1ccccc1C1CCN(Cc2cccc([N+](=O)[O-])c2)CC1	?	?	-8%
Cc1nc2ccccc2n1CCc1ccccc1	?	?	-5%
CC(=O)c1ccc(NC(=O)C2CCCN(c3ncnc4c3nc3n4CCCCC3)C2)cc1 (centres undefined)	?	13µM*	-7%
O=C(Cn1cnc2nc3c(cc2c1=O)CCCC3)N1CCN(c2cccc(C(F)(F)F)c2)CC1	?	?	-4%
Cc1cccc(NC(=O)CSC2=Nc3ccccc3C3=NC(CC(=O)NCc4cccs4)C(=O)N23)c1 (centres undefined)	?	?	-10%
Clc1ccc2[nH]c3c(N4CCC5(CC4)OCCO5)ncnc3c2c1	23µM*	18µM*	-4%
COc1ccc(NC(=O)COC(=O)c2ccc(Cl)c(S(N)(=O)=O)c2)c([N+](=O)[O-])c1	-24%	7%	-13%
CCCn1nc(C(=O)NCc2ccccn2)c2ccccc2c1=O	-7%	1%	0%
C[n+]1cnc(-c2ccccc2)cc1-c1ccccc1	14%	-1%	-16%
COc1cc2c(cc1OC)n(CC(=O)Nc1ccccc1)c(=O)n1nc(-c3ccccc3)nc21	-24%	3%	-1%
O=C(c1ccc(-c2ccccc2)cc1)N1CCN(c2nc3ccccc3o2)CC1	-23%	?	-21%
CCOC(=O)c1c(SCC(=O)Nc2cc(Cl)cc(Cl)c2)nc(=O)[nH]c1C	3%	9%	-1%
O=C(NCCc1cccs1)c1cccs1	2%	-14%	-6%

Remaining list, next part.
SMILES	TDP1 cell CPT	TDP1 cell noCPT	GCN5L2 inh
O=C(Nc1cccc(C(F)(F)F)c1)c1cc(-c2ccco2)on1	?	?	-11%
CCOC(=O)CC1(NC(=O)c2cc(COc3cncc(Cl)c3)on2)CCCCC1	23µM*	21µM*	-17%
COc1ccc(OC)c(C2C(C#N)=C(N)Oc3cc(C)n(Cc4ccccn4)c(=O)c32)c1 (centres undefined)	0%	2%	-2%
COC(=O)c1ccccc1OCCCOc1ccc(C=O)cc1OC	?	?	-3%
CCCS(=O)(=O)N1CCCC(C(=O)NCCOC)C1 (centres undefined)	2%	0%	-12%
CCOC(=O)c1csc(NC(=O)c2cc(-c3ccccn3)nc3ccccc23)n1	-4%	4%	1%
C(=N\Nc1ncnc2nc[nH]c12)/c1cccs1	2%	2%	-10%
Cc1cc(C(=O)CSc2nn3c(=O)c(C(C)(C)C)nnc3s2)c(C)n1-c1ccc(F)cc1	16µM*	?	1%
CCCS(=O)(=O)NC(=O)C1(C)CCN(C(=O)c2cccs2)C1 (centres undefined)	-7%	-2%	nt
CC(=O)N1N=C(c2ccncc2)OC1(Cc1ccccc1)Cc1ccccc1	?	8.2µM*	-1%
Cc1ccc(NC(=O)c2ccc(Cn3cc([N+](=O)[O-])cn3)cc2)c(C)c1	-17%	?	3%
CC1(CO)COC(c2ccccc2)=N1 (centres undefined)	-7%	-2%	-2%
CCN(C(=O)c1cc2c(=O)n3ccccc3nc2s1)C1CCCCC1	?	?	-1%
CC1CN(C(=O)CSc2nnc3c(Cl)cc(Cl)cn23)CC(C)O1 (centres undefined)	-2%	-3%	-6%
CC(=O)N1CCc2cc(Br)cc(S(=O)(=O)N3CCC(C(=O)N(C)c4cc(C)ccc4C)CC3)c21	18%	3%	-5%
O=C(CNC(=O)COc1ccccc1)NCCN1CCOCC1	-3%	23%	-9%
COc1ccc(S(=O)(=O)Nc2ccccc2C(=O)N2CCCCC2)cc1C	-11%	-3%	-25%
CCC(C(=O)Nc1cccc(C(F)(F)F)c1)c1ccccc1 (centres undefined)	?	?	-8%
CCCc1cc(=O)[nH]c(SCC(=O)Nc2ccc3ccccc3c2)n1	-16%	-6%	-8%
CCOC(=O)c1cc(NC(=O)c2ccc(C)cc2)c(=O)oc1-c1ccccc1	-21%	-22%	-4%
CN(CC(=O)Nc1ccc(Cl)c(C(F)(F)F)c1)C(=O)CNC(=O)C1CCCCC1	?	16µM*	-20%
COc1ccccc1NC(=O)COC(=O)c1oc2ccccc2c1C	-25%	0%	-24%
CCn1c(-c2ccccc2Cl)nn(CC(=O)Nc2cc(Cl)ccc2Cl)c1=S	-26%	?	-1%
CC1CC(C)CN(C(=O)C2CCN(S(=O)(=O)N3CCC4(CC3)OCCO4)CC2)C1 (centres undefined)	-12%	1%	-5%
CCOc1[nH]n(-c2ccccc2)c(=O)c1C=Nc1ccc(C(=O)OC)cc1	-9%	-25%	-7%

(continued)
SMILES	TDP1 cell CPT	TDP1 cell noCPT	GCN5L2 inh
Cc1c(O)ccc2cc(S(=O)(=O)c3ccccc3)c(=O)oc12	-13%	-4%	?
CCOC(=O)c1c(NC(=O)CN2C(=O)NC3(CCCCCC3)C2=O)sc(C)c1-c1ccc(C)cc1	23µM*	16µM*	3%
O=C(CN1CCN(c2ccccc2O)CC1)NC(=O)NCc1ccco1	-16%	-21%	-22%
CC1(Oc2cccc(F)c2)CCN(Cc2ccc(-c3ccccc3)o2)C1 (centres undefined)	23µM*	?	nt
Cc1ccc(SCC(=O)OCC(=O)NCCc2ccccc2)cc1C	1%	7%	-11%
O=C1OC(COCC#Cc2ccccc2)CN1c1ccccc1 (centres undefined)	?	?	nt
O=C(COC(=O)c1ccccc1-c1nc2ccccc2s1)Nc1ccccc1C(F)(F)F	3%	-2%	-11%
O=c1[nH]c2cccnc2n1Cc1ccco1	2%	-3%	0%
OCC[C@@H]1C[C@@H](O)[C@H](O)[C@]2(Cc3ccccc3CO2)O1	7%	-4%	0%
COC1=C(OC)C(=O)C(Sc2ccc3ccccc3c2)=CC1=O	1.3µM*	1.3µM*	nt
CCCCN1C(=O)c2ccc(C(=O)NC3(C)CCS(=O)(=O)C3)cc2C1=O (centres undefined)	1%	?	-3%
CCc1ccc(/C=N/NC(=O)c2cc(C3CC3)nc3ccc(Br)cc23)s1	2.6µM*	4.6µM*	-6%
Cc1cccc(CN2CCN(CC(C)C)C(CCO)C2)n1 (centres undefined)	3%	-22%	27%
CC1=C(CC(=O)c2ccccc2)C(=O)c2ccccc2C1=O	8.2µM*	12µM*	-12%
CCOc1ccccc1C(C(=O)NC1CCCC1)N(Cc1ccco1)C(=O)CNC(=O)c1ccco1 (centres undefined)	-1%	-16%	1%
NC(=S)n1[nH]c(-c2ccccc2)c(N=Nc2ccccc2C(=O)N2CCOCC2)c1=O	?	?	-18%
COc1ccc(CNc2nc3c(c(=O)n(Cc4ccc(Cl)cc4)c(=O)n3C)n2C)cc1	18µM*	23µM*	8%
O=C(N/N=C\c1ccc(Cl)cc1)C1=NOC2COC3(CCN(c4ccc([N+](=O)[O-])cc4)CC3)OCC12 (centres undefined)	10µM*	6.5µM*	-4%
COC(=O)c1ccc(NC(=O)N2CCc3c([nH]c4ccccc34)C2c2ccc(C)cc2)cc1 (centres undefined)	?	5.8µM*	-1%
N#CC(C(=O)NC1CC1)c1nc2ccccc2nc1N1CCCC1 (centres undefined)	?	?	-9%
O=C(NNS(=O)(=O)c1ccc(F)cc1)C1CCN(S(=O)(=O)c2ccccc2)CC1	6%	-7%	?
O=C1CCN(S(=O)(=O)c2ccccc2)CCN1CCOCc1ccccc1	-2%	-1%	-6%
CCOCCCNC(=O)c1ccccc1NC(=O)C1=C(C)OCCS1	-7%	16%	-2%
Cc1ccc2cc(CN(C(=O)c3cccc(Cl)c3)c3ccccc3)c(=O)[nH]c2c1	12µM*	18µM*	-7%
CCOCCCNC(=O)C(NC(=O)c1ccc(=O)[nH]c1)c1ccc(C)cc1 (centres undefined)	-6%	-14%	0%

Some of these compounds in order of length of the SMILES, ascending.
SMILES	TDP1 cell CPT	TDP1 cell noCPT	GCN5L2 inh
Cc1cccc(CN2CCN(CC(C)C)C(CCO)C2)n1 (centres undefined)	3%	-22%	27%
Cc1ccc(SCC(=O)OCC(=O)NCCc2ccccc2)cc1C	1%	7%	-11%
CC1=C(CC(=O)c2ccccc2)C(=O)c2ccccc2C1=O	8.2µM*	12µM*	-12%
COC1=C(OC)C(=O)C(Sc2ccc3ccccc3c2)=CC1=O	1.3µM*	1.3µM*	nt
O=C(CN1CCN(c2ccccc2O)CC1)NC(=O)NCc1ccco1	-16%	-21%	-22%
Cc1c(O)ccc2cc(S(=O)(=O)c3ccccc3)c(=O)oc12	-13%	-4%	?
CC1(Oc2cccc(F)c2)CCN(Cc2ccc(-c3ccccc3)o2)C1 (centres undefined)	23µM*	?	nt
CCc1ccc(/C=N/NC(=O)c2cc(C3CC3)nc3ccc(Br)cc23)s1	2.6µM*	4.6µM*	-6%
CCCCN1C(=O)c2ccc(C(=O)NC3(C)CCS(=O)(=O)C3)cc2C1=O (centres undefined)	1%	?	-3%
O=C(COC(=O)c1ccccc1-c1nc2ccccc2s1)Nc1ccccc1C(F)(F)F	3%	-2%	-11%
O=C(NNS(=O)(=O)c1ccc(F)cc1)C1CCN(S(=O)(=O)c2ccccc2)CC1	6%	-7%	?
COC(=O)c1ccc(NC(=O)N2CCc3c([nH]c4ccccc34)C2c2ccc(C)cc2)cc1 (centres undefined)	?	5.8µM*	-1%
CCOC(=O)c1c(NC(=O)CN2C(=O)NC3(CCCCCC3)C2=O)sc(C)c1-c1ccc(C)cc1	23µM*	16µM*	3%
O=C(N/N=C\c1ccc(Cl)cc1)C1=NOC2COC3(CCN(c4ccc([N+](=O)[O-])cc4)CC3)OCC12 (centres undefined)	10µM*	6.5µM*	-4%

The list goes on:
SMILES	TDP1 cell CPT	TDP1 cell noCPT	GCN5L2 inh
O=[N+]([O-])c1cc(S(=O)(=O)N2CCCC2)ccc1OCc1ccccc1	-10%	-29%	-7%
CCCc1cc(=O)n2c(C(=O)Nc3ccc(OCC)cc3)c(C(=O)Nc3ccc(C)cc3)sc2n1	?	?	-1%
O=c1oc2ccccc2nc1/C=C(\O)c1ccc(Br)cc1	?	?	0%
O=C1N(c2ccccc2)C[C@@H]2C[C@@H](c3cc4ccccc4o3)N3CCC[C@@]123	-5%	23µM*	2%
COc1ccc(Nc2nc(N3CCOCC3)nc(N3CCOCC3)n2)c(OC)c1	?	-8%	-13%
CCCCCCSc1ccc(-c2nc3cc(C)ccn3c2NC2CCCCC2)cc1	18µM*	12µM*	-4%
COc1ccc(C2N(c3ccccc3)CCN2c2ccccc2)cc1O	5%	-25%	-11%
COc1ccc(C2C(C#N)=C(N)N(c3ccccc3)C3=C2C(=O)CCC3)cc1Cn1cc([N+](=O)[O-])cn1 (centres undefined)	?	?	?
Cc1nn(CC(=O)N2CCC(C)CC2)c(=O)c2cccn12	3%	?	-1%
Cc1ccc(-n2c(=O)c3cccnc3n2CC(=O)NCc2ccc(F)cc2)cc1C	?	?	-7%
O=C(CN1CCN(Cc2ccccc2Cl)C1=O)NCc1cccnc1	-16%	1%	1%
O=C(CCCCCn1c(=O)[nH]c2ccsc2c1=O)NCc1ccc(F)cc1	-8%	-15%	-7%
CCCNC(=O)c1nc(C)c(C)nc1C(=O)Nc1cccc(Cl)c1	13%	8%	-1%
COc1cccc(/C=N/Nc2cc(C)nc(-c3ccccc3O)n2)c1O	18µM*	8.2µM*	1%

Arranged by heavy-atom count (smallest number first): some entries from above
SMILES	TDP1 cell CPT	TDP1 cell noCPT	GCN5L2 inh
O=C(CN1CCN(Cc2ccccc2Cl)C1=O)NCc1cccnc1	-16%	1%	1%
O=C(CCCCCn1c(=O)[nH]c2ccsc2c1=O)NCc1ccc(F)cc1	-8%	-15%	-7%
CCCc1cc(=O)n2c(C(=O)Nc3ccc(OCC)cc3)c(C(=O)Nc3ccc(C)cc3)sc2n1	?	?	-1%

Some of the compounds tested; the hit share may differ from the screen's.
